DAX1 inh-1: inhibitors of human orphan nuclear receptor DAX1 (NR0B1); P51843; HEK293 Gal4-DAX1 luciferase reporter, luminescence; inhibition, % at 6.75 µM; 340,000 compounds, 0.99% hits; AID 504766;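 active = inhibition above the mean over all tested compounds plus 3 SD, cut at about 4.2% in these data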;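 also: 0% = DAX1-transfected cells with DMSO and 100% = empty-vector control cells with DMSO; inhibition shows as a rise in luminescence from relieved DAX1 repression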
Target sequence (P51843 207-470 limits assumed): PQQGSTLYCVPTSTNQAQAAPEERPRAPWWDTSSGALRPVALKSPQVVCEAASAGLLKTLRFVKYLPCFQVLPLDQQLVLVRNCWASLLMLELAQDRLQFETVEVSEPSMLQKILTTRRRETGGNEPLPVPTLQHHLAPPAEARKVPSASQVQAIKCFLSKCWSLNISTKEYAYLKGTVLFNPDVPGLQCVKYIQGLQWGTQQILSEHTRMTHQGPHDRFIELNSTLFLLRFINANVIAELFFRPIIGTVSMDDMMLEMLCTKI
PLC-gamma1 inh: PLC-gamma1 (human) inhibition, primary screen | purified PLC-gamma1, fluorogenic substrate, fluorescence | AID 720700 | inhibition, % at 12.2 µM | P19174 | 370,000 compounds, 0.84% hits; in the data active = inhibition above about 9.5%
PLC-beta3 inh: inhibitors of human phospholipase C beta3 | inhibition, % at 12.2 µM | Purified PLC-beta3, fluorogenic substrate, fluorescence | Q01970 | 370,000 compounds, 0.18% hits; in the data active = inhibition above about 11%;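 also: 0% = median of compound wells on plate and 100% = full blocker control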
FXN GAA850 act: increases GAA850 frataxin promoter reporter activity; activation, % at 6 µM; HEK293 lucGAA850 FXN promoter luciferase reporter, 24 h; percent of 10 µM SAHA response; 360,000 compounds, 0.56% hits;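 active = activation above the average of all compounds screened plus 3 SD, cutoff fixed separately per campaign, cut at about 7.5% in these data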;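 also: 0% = DMSO wells and 100% = 10 µM SAHA wells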
ADAM10 inh: ADAM10 inhibition, QFRET primary screen. O14672. 370,000 compounds, 0.62% hits. inhibition, % at 7 µM. recombinant ADAM10, EDANS/DABCYL FRET peptide cleavage, 3 h;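 active = inhibition above a per-campaign cutoff equal to the mean of compounds falling between control-based bounds plus 3 SD, cut at about 20% in these data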;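 also: 0% = DMSO wells while the 100% control is not disclosed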
Target sequence (O14672 214-748 limits assumed): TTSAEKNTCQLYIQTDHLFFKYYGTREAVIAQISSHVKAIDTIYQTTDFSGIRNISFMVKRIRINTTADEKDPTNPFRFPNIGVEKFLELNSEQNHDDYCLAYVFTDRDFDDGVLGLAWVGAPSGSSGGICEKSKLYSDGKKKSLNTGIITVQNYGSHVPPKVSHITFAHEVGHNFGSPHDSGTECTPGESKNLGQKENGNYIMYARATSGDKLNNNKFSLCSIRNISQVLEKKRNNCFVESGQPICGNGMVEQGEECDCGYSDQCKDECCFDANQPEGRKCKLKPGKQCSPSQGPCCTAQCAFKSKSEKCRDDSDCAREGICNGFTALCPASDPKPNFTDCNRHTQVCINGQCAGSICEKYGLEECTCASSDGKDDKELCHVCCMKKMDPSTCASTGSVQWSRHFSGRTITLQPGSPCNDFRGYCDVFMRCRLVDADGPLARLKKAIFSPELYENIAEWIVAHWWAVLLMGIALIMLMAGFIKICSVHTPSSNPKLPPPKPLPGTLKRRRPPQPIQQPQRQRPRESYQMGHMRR
DAX1 inh-2: DAX1 (NR0B1) inhibition, primary screen | HEK293T StAR-luciferase reporter, SF-1/DAX-1 repression relief | inhibition, % at 6.8 µM | 370,000 compounds, 1.1% hits | AID 652010;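 active = inhibition above the mean over all tested compounds plus 3 SD, cut at about 3.6% in these data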;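 also: 0% = DAX-1 cells with DMSO and 100% = cells lacking DAX-1 with DMSO; higher inhibition means more luminescence from relief of DAX-1 repression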
sPLA2-III inh: Inhibits HGIII-sPLA2 liposome hydrolysis, primary screen. Q9NZ20. QFRET BODIPY PC-A2 liposome hydrolysis, fluorescence. inhibition, % at 12.2 µM. 370,000 compounds, 0.56% hits. AID 743126;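 active = inhibition above mean plus 3 SD of compounds lying within the high and low control bounds, cut at about 19% in these data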;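 also: 0% = median of test compound wells and 100% = no enzyme DMSO wells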
hgDAF-12 ag: activates the H. glycines DAF-12 receptor ligand-binding domain | HEK293 GAL4-hgDAF12 UAS-luciferase reporter, agonist luminescence; normalized to butyrate control | activation, % at 6.8 µM | 370,000 compounds, 1.8% hits | AID 687014;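 active = activation above a cutoff set at the mean of all screened compounds plus 3 SD, cut at about 10% in these data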;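 also: 0% = DMSO wells and 100% = sodium butyrate wells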
ssDAF12 agonist: activates DAF-12 receptor from parasite S. stercoralis. AID 652126. HEK293 ssDAF-12/GRIP1 lit1-tk-luc reporter, luminescence; % of 3 µM dafachronic acid response. activation, % at 6.8 µM. 370,000 compounds, 1% hits;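 active = activation above the mean over all tested compounds plus 3 SD, cut at about 0.9% in these data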;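 also: 0% = DMSO-only wells and 100% = 3 µM delta7-dafachronic acid wells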
ADAM17 inh: ADAM17 inhibition, QFRET primary screen. P78536. recombinant ADAM17, EDANS/DABCYL FRET peptide cleavage. inhibition, % at 6.95 µM. 370,000 compounds, 0.83% hits. AID 720648;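 active = inhibition above the mean of compounds lying between control limits plus 3 SD, set per campaign, cut at about 8.5% in these data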;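 also: 0% = DMSO-only wells as the low control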
hcDAF12 agonist: activates DAF-12 receptor from parasite H. contortus; HEK293 hcDAF-12 lit1-tk-luc reporter, luminescence; 0% DMSO, 100% Δ7-dafachronic acid; activation, % at 6.8 µM; 370,000 compounds, 1.4% hits; AID 652067;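 active = activation above the mean of all tested compounds plus 3 SD, cut at about 5.5% in these data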;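 also: 100% = response to 3 µM Δ7-dafachronic acid high control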
Active calls of the source: *.

Screening NC(=O)CSc1nnc(COc2ccccc2)n1N returned DAX1 inh-1 2.0, PLC-gamma1 inh 1, PLC-beta3 inh -4, FXN GAA850 act -0.9, ADAM10 inh 3, DAX1 inh-2 0.5, sPLA2-III inh 3, hgDAF-12 ag 1.6, ssDAF12 agonist -0.8, ADAM17 inh 2 and hcDAF12 agonist -1.4.
For CCC1(C)OC(=O)NN(c2ccc(C)cc2)C1(C)O (configuration not stated) the results were DAX1 inh-1 -0.3, PLC-gamma1 inh 6, PLC-beta3 inh 2, FXN GAA850 act -0.1, ADAM10 inh 9, DAX1 inh-2 0.7, sPLA2-III inh 5, hgDAF-12 ag 3.4, ssDAF12 agonist -0.1, ADAM17 inh 7 and hcDAF12 agonist 1.4.
`CCCc1nnc(NC(=O)Cn2c(=O)oc3cc(Br)ccc32)s1` gave DAX1 inh-1 1.7, PLC-gamma1 inh 1, PLC-beta3 inh 2, FXN GAA850 act -3.7, ADAM10 inh -3, DAX1 inh-2 -0.1, sPLA2-III inh -2, hgDAF-12 ag -0.2, ssDAF12 agonist -1.0, ADAM17 inh -1 and hcDAF12 agonist -1.2.
`O=[N+]([O-])c1ccccc1CCc1cnc(Cl)s1` gave DAX1 inh-1 -0.9, PLC-gamma1 inh 0, PLC-beta3 inh -4, FXN GAA850 act 0.1, ADAM10 inh -2, DAX1 inh-2 0.1, sPLA2-III inh 2, hgDAF-12 ag -0.3, ssDAF12 agonist -1.4, ADAM17 inh -1 and hcDAF12 agonist -2.2.
Screening COc1ccc2sc(N(CCCN(C)C)C(=O)c3ccc(S(=O)(=O)N4CCCc5ccccc54)cc3)nc2c1 returned DAX1 inh-1 0.2, PLC-gamma1 inh 5, PLC-beta3 inh 1, FXN GAA850 act -1.0, ADAM10 inh 14, DAX1 inh-2 0.3, sPLA2-III inh -17, hgDAF-12 ag 0.5, ssDAF12 agonist -0.8, ADAM17 inh 2 and hcDAF12 agonist -2.2.
Screening O=c1[nH]c(=S)[nH]c2nc(-c3cccs3)cc(C(F)(F)F)c12 returned DAX1 inh-1 -1.6, PLC-gamma1 inh -37, PLC-beta3 inh -54, FXN GAA850 act 2.9, ADAM10 inh -250, DAX1 inh-2 -0.1, sPLA2-III inh 6, hgDAF-12 ag -2.3, ssDAF12 agonist -1.1, ADAM17 inh -120 and hcDAF12 agonist -0.5.
Screening Cc1cccc(OCCn2cnc(Cl)c2Cl)c1 returned DAX1 inh-1 1.2, PLC-gamma1 inh 3, PLC-beta3 inh -1, FXN GAA850 act 2.5, ADAM10 inh 3, DAX1 inh-2 0.1, sPLA2-III inh -5, hgDAF-12 ag 2.7, ssDAF12 agonist -1.8, ADAM17 inh -4 and hcDAF12 agonist -0.3.
Screening Cc1ccc(C)c(S(=O)(=O)N2CCCC2CNC(=O)C(=O)NCc2ccco2)c1 (configuration not stated) returned DAX1 inh-1 -0.3, PLC-gamma1 inh 1, PLC-beta3 inh -4, FXN GAA850 act 3.4, ADAM10 inh -10, DAX1 inh-2 -0.3, sPLA2-III inh 3, hgDAF-12 ag -1.2, ssDAF12 agonist -0.3, ADAM17 inh -2 and hcDAF12 agonist -0.1.
O=C(CNC(=O)c1cccc([N+](=O)[O-])c1)OCCCC(=O)c1ccc(F)cc1 was read as DAX1 inh-1 0.0, PLC-gamma1 inh 2, PLC-beta3 inh -5, FXN GAA850 act 0.1, ADAM10 inh -7, DAX1 inh-2 -0.4, sPLA2-III inh 2, hgDAF-12 ag 1.5, ssDAF12 agonist -0.5, ADAM17 inh -2 and hcDAF12 agonist -1.9.
Screening COc1cc(/C=C(\C(=O)O)c2ccc(S(=O)(=O)N3CCCC3)s2)cc(OC)c1 returned DAX1 inh-1 1.8, PLC-gamma1 inh -26, PLC-beta3 inh -35, FXN GAA850 act 0.8, ADAM10 inh -31, DAX1 inh-2 0.2, sPLA2-III inh 6, hgDAF-12 ag -1.1, ssDAF12 agonist -1.1, ADAM17 inh -3 and hcDAF12 agonist 0.8.
For O=C(COC(=O)/C=C/c1ccco1)Nc1ccc(F)cc1Cl the results were DAX1 inh-1 0.7, PLC-gamma1 inh 0, PLC-beta3 inh 3, FXN GAA850 act 0.2, ADAM10 inh 6, DAX1 inh-2 0.3, sPLA2-III inh -2, hgDAF-12 ag 0.1, ssDAF12 agonist 0.1, ADAM17 inh -1 and hcDAF12 agonist 0.9.
Screening C=C(C)c1cccc(C(C)(C)NC(=O)N2CCN(c3ccc(OC)cc3)CC2)c1 returned DAX1 inh-1 -0.3, PLC-gamma1 inh 1, PLC-beta3 inh -2, FXN GAA850 act 3.0, ADAM10 inh 0, DAX1 inh-2 0.1, sPLA2-III inh -1, hgDAF-12 ag -2.1, ssDAF12 agonist -1.4, ADAM17 inh -2 and hcDAF12 agonist -0.2.
For COc1ccc(C)cc1N(CC(=O)N/N=C/c1ccc2c(c1)OCO2)S(C)(=O)=O the results were DAX1 inh-1 -1.3, PLC-gamma1 inh 1, PLC-beta3 inh -2, FXN GAA850 act -0.4, ADAM10 inh -7, DAX1 inh-2 -0.2, sPLA2-III inh 4, hgDAF-12 ag -1.7, ssDAF12 agonist -0.8, ADAM17 inh -4 and hcDAF12 agonist -0.1.
Screening COn1c(C)c(C(C)=O)c2c3nonc3ccc21 returned DAX1 inh-1 0.8, PLC-gamma1 inh inactive, PLC-beta3 inh inactive, FXN GAA850 act -0.8, ADAM10 inh -112, DAX1 inh-2 -0.8, sPLA2-III inh -10, hgDAF-12 ag 0.9, ssDAF12 agonist -1.6, ADAM17 inh -35 and hcDAF12 agonist -2.5.
`COc1cccc(CN2c3ccc(Br)cc3C(=O)CS2(=O)=O)c1` gave DAX1 inh-1 1.1, PLC-gamma1 inh -7, PLC-beta3 inh -8, FXN GAA850 act 0.1, ADAM10 inh 5, DAX1 inh-2 -0.9, sPLA2-III inh -21, hgDAF-12 ag -0.4, ssDAF12 agonist -1.3, ADAM17 inh 2 and hcDAF12 agonist -0.6.
For COCCCN1C(=O)CC(C(=O)OC)=C1C the results were DAX1 inh-1 1.7, PLC-gamma1 inh 0, PLC-beta3 inh -6, FXN GAA850 act 2.3, ADAM10 inh -1, DAX1 inh-2 0.8, sPLA2-III inh -7, hgDAF-12 ag -1.7, ssDAF12 agonist -1.1, ADAM17 inh -1 and hcDAF12 agonist -0.8.
`Cn1nc(-c2ccccc2)c(C#N)c1Sc1cccc(Cl)c1` gave DAX1 inh-1 -0.9, PLC-gamma1 inh 9, PLC-beta3 inh 2, FXN GAA850 act 1.0, ADAM10 inh 2, DAX1 inh-2 -0.9, sPLA2-III inh 0, hgDAF-12 ag 2.0, ssDAF12 agonist -1.9, ADAM17 inh 1 and hcDAF12 agonist -2.4.
O=[N+]([O-])c1ccc(-c2ccc(/C=N/Nc3nc(NCc4ccccc4)nc(N4CCOCC4)n3)o2)cc1 was read as DAX1 inh-1 -2.4, PLC-gamma1 inh -82, PLC-beta3 inh -94, FXN GAA850 act 0.2, ADAM10 inh 5, DAX1 inh-2 0.0, sPLA2-III inh -6, hgDAF-12 ag 1.7, ssDAF12 agonist -1.4, ADAM17 inh 1 and hcDAF12 agonist -2.5.
CS(=O)(=O)c1ccc(C(=O)OCC(=O)NCc2cccs2)cc1[N+](=O)[O-] was read as DAX1 inh-1 0.0, PLC-gamma1 inh 3, PLC-beta3 inh -2, FXN GAA850 act 8.8*, ADAM10 inh -25, DAX1 inh-2 -0.8, sPLA2-III inh 15, hgDAF-12 ag -2.9, ssDAF12 agonist -0.7, ADAM17 inh 3 and hcDAF12 agonist -0.4.
For O=C1C2C3c4ccccc4C(c4ccccc43)C2C(=O)N1c1cccnc1 (configuration not stated) the results were DAX1 inh-1 0.6, PLC-gamma1 inh 2, PLC-beta3 inh 0, FXN GAA850 act 1.6, ADAM10 inh -8, DAX1 inh-2 -0.2, sPLA2-III inh 12, hgDAF-12 ag -0.9, ssDAF12 agonist -1.4, ADAM17 inh -4 and hcDAF12 agonist -1.4.
`CC1CCN(C(=O)CCCC(=O)O)CC1` gave DAX1 inh-1 -0.4, PLC-gamma1 inh 1, PLC-beta3 inh -22, FXN GAA850 act 1.2, ADAM10 inh -6, DAX1 inh-2 0.2, sPLA2-III inh 7, hgDAF-12 ag -3.1, ssDAF12 agonist 0.1, ADAM17 inh 1 and hcDAF12 agonist -0.8.
`COc1cc(CNC(=O)CCn2nc(C)c3c(C)n(-c4ccccc4)nc3c2=O)cc(OC)c1OC` gave DAX1 inh-1 -0.1, PLC-gamma1 inh -1, PLC-beta3 inh -5, FXN GAA850 act -0.6, ADAM10 inh -4, DAX1 inh-2 -0.2, sPLA2-III inh -4, hgDAF-12 ag 1.2, ssDAF12 agonist -0.8, ADAM17 inh -2 and hcDAF12 agonist -0.8.
For COc1ccc(C(=O)CSC2=C(C#N)C3(CCCCC3)C(C#N)=C(N)N2)cc1 the results were DAX1 inh-1 0.4, PLC-gamma1 inh -4, PLC-beta3 inh -12, FXN GAA850 act 2.3, ADAM10 inh 3, DAX1 inh-2 -0.8, sPLA2-III inh -18, hgDAF-12 ag -0.3, ssDAF12 agonist -1.5, ADAM17 inh 3 and hcDAF12 agonist 0.3.
For COc1ccc(CCNC(=O)CCCCCN2C(=O)c3ccccc3C2=O)cc1 the results were DAX1 inh-1 0.4, PLC-gamma1 inh -3, PLC-beta3 inh 2, FXN GAA850 act 2.1, ADAM10 inh 5, DAX1 inh-2 -0.7, sPLA2-III inh -11, hgDAF-12 ag 2.2, ssDAF12 agonist -1.1, ADAM17 inh 0 and hcDAF12 agonist -0.3.
Screening C[C@@]12CC[C@@H](C3=C(CCC3)C1)N2c1ccccc1 returned PLC-gamma1 inh 0, PLC-beta3 inh 2, ADAM10 inh 3, DAX1 inh-2 -1.4, sPLA2-III inh 2, hgDAF-12 ag -1.5, ssDAF12 agonist -0.3, ADAM17 inh 1 and hcDAF12 agonist -1.3.
`CC(=O)N1CCN(S(=O)(=O)c2cccc(C(=O)OCC(=O)NC(=O)c3cccn3C)c2)CC1` gave DAX1 inh-1 -0.9, PLC-gamma1 inh -4, PLC-beta3 inh -4, FXN GAA850 act 1.7, ADAM10 inh 0, DAX1 inh-2 -0.2, sPLA2-III inh -3, hgDAF-12 ag 6.0, ssDAF12 agonist -0.2, ADAM17 inh 0 and hcDAF12 agonist 0.3.
`O=C(COc1ccc(Br)cc1)NNC(=S)NC(=O)c1ccccc1[N+](=O)[O-]` gave DAX1 inh-1 0.2, PLC-gamma1 inh -6, PLC-beta3 inh -4, FXN GAA850 act 4.7, ADAM10 inh -2, DAX1 inh-2 -0.3, sPLA2-III inh 23*, hgDAF-12 ag -0.6, ssDAF12 agonist -1.3, ADAM17 inh -1 and hcDAF12 agonist -0.6.

Screens: PubChem, The Scripps Research Institute Molecular Screening Center

Outcome played no part in choosing rows; any-hit rate near 6.9%.
